# Source: PubChem
# NPY-Y2 PAM-ag: NPY-Y2 potentiators or agonists, primary screen, cell-based | AID 1359, 2008 | Neuropeptide Y receptor type 2 (Homo sapiens), P49146 | cells expressing NPY-Y2, potentiator/agonist read-out | activation, % at 3.6 µM | actives 0.45% (n = 220,000); in the data active means activation above about 27%;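 further: cells stimulated with NPY near EC25 plus isoproterenol at EC100; 0% = vehicle plus submaximal agonist and 100% = vehicle plus saturating agonist; some results beyond the cut were filed as inactive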
# Target sequence (P49146 whole entry, looked up): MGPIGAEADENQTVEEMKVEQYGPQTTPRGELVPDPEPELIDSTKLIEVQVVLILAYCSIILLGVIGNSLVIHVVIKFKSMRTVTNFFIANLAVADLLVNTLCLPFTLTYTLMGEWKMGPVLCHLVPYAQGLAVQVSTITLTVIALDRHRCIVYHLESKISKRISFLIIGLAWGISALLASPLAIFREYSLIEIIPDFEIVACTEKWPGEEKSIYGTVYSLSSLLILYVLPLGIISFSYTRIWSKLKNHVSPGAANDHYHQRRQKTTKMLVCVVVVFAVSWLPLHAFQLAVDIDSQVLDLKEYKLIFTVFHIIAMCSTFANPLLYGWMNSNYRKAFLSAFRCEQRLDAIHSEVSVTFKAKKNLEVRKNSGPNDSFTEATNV
# NPY Y1 blocker: NPY-Y1 receptor antagonists, primary screen, cell-based | AID 1040, 2008 | HEK293-CNG Y1 cells, membrane potential fluorescence; NPY at EC95, then isoproterenol | actives 1% (n = 200,000) | inhibition, % at 3.6 µM | Neuropeptide Y receptor type 1 (Homo sapiens), P25929;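 active means inhibition above the campaign mean inhibition of all tested compounds plus 3 SD, cut at about 20% in these data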;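 further: 0% = DMSO wells given NPY plus isoproterenol and 100% = isoproterenol alone without NPY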
# Target sequence (P25929 whole entry, looked up): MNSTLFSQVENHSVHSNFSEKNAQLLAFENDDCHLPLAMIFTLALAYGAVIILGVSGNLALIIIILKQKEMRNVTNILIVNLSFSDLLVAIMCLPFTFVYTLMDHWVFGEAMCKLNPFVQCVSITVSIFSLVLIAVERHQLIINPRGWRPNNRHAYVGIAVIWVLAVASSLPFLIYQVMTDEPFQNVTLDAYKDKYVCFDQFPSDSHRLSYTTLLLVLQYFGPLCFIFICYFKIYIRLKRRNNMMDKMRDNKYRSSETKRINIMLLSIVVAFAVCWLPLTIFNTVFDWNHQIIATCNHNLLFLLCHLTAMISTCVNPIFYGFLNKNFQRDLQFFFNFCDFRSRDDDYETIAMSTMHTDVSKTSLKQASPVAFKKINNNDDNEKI
#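 Material: HEK293 Y1/CNG channel cell line | Also added: NPY (25 nM), isoproterenol (1 µM), Ro 20-1724 (25 µM) | Compound: One concentration, 3.6 µM, in 0.4% DMSO | Schedule: 3 h dye uptake, 1 h room-temperature compound, 45 min post-isoproterenol | Signal: Membrane-potential fluorescent dye readout | Read-out: % inhibition of NPY effect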
# NPY-Y1 PAM-ag: NPY-Y1 receptor potentiators or agonists, primary screen, cell-based. activation, % at 3.6 µM. AID 1304, 2008. NPY-Y1 expressing cells, potentiator/agonist activation. actives 0.37% (n = 220,000); in the data active means activation above about 33%, passing the limit was not always enough;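 further: cells stimulated with NPY at EC10 then isoproterenol at EC100; 0% = low agonist plus stimulus and 100% = saturating agonist plus stimulus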
# CHOP inhibitor: inhibitors of CHOP promoter induction, primary screen, cell-based, unfolded protein response, luciferase reporter; CHO-K1 CHOP-promoter luciferase, tunicamycin-induced, 15-18 h; AID 2732, 2010; actives 3.8% (n = 220,000); inhibition, % at 10 µM;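 active means compounds that reduced the stress-induced luciferase reporter signal by more than about 70% of percent inhibition, limit read from the data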;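 further: 0% = tunicamycin plus vehicle and 100% = wells without tunicamycin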
# S1P4 antag: S1P4 receptor antagonists, primary screen, cell-based; S1P4-expressing cells, antagonist mode, reporter read-out; inhibition, % at 4.98 µM; actives 0.26% (n = 220,000); AID 1510, 2009; in the data active means inhibition above about 29%;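 further: 0% = wells stimulated with agonist and 100% = vehicle wells without agonist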
# S1P4 agonist: S1P4 receptor agonists, primary screen, cell-based | actives 0.35% (n = 220,000) | Sphingosine 1-phosphate receptor 4 (Homo sapiens), O95977 | AID 1509, 2009 | activation, % at 4.98 µM | S1P4-expressing cell line, agonist reporter assay; in the data active means activation above about 11%;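 further: 0% = DMSO vehicle and 100% = reference agonist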
# EP2 mod: EP2 receptor modulators, cAMP readout, primary screen, cell-based, HTRF cAMP, PGE2 stimulation; EP2-expressing cells, cAMP HTRF FRET, PGE2 co-stimulation; induction, % at 25 µM; actives 0.83% (n = 260,000);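 active means compounds whose cAMP rise, as percent of the full-agonist control response, exceeds 60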;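 further: rat C6 glioma line stably carrying human EP2 under a CMV promoter; the protocol text gives 20 µM as final concentration; 100% = response of wells given 1 µM PGE2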
# TRPML3 agonist: human TRPML3 channel agonists, primary screen, cell-based, HEK293 TRPML3-YFP, Fluo-8 calcium fluorescence, 3 µM. 100% = the carbachol control signal. activation, % at 3 µM. actives 0.29% (n = 220,000). AID 1448, 2008;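 active means activation above its plate's cutoff, the mean activation of the plate's test wells plus 3 SD, cut at about 12% in these data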;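 further: 0% = DMSO only wells and 100% = carbachol wells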
#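 Test system: HEK293 cells stably carrying human TRPML3-YFP; Doses: single dose, 3 µM final nominal compound, 0.3% DMSO final; Schedule: dye loading 1 h 37 °C then 30 min ambient, 125 s read; Technique: Fluo-8 calcium fluorescence; Benchmarks: high control carbachol 87 µM, low control DMSO.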
# TRPN1 ag: zebrafish TRPN1 channel agonists, primary screen, cell-based, HEK293, calcium fluorescence; transient receptor potential cation channel N1 (TRPN1/NompC), Danio rerio; HEK293 zebrafish TRPN1-YFP, Fluo-8 calcium fluorescence; 100% = response to 87 µM carbachol; activation, % at 3 µM; actives 0.18% (n = 220,000); AID 1424, 2008;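 active means activation above its plate's cutoff, the mean activation of test wells on that plate plus 3 SD, cut at about 19% in these data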;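 further: 0% = DMSO alone and 100% = 87 µM carbachol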
#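 Material: zebrafish TRPN1-YFP in HEK293 cells; Doses: single test compound dose, 3 µM nominal, 0.3% DMSO; Timing: dye loading 1 h at 37 °C, then 30 min room temperature; Technique: intracellular calcium fluorescence with Fluo-8; Benchmarks: high carbachol 87 µM, low DMSO alone.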
# * marks the source's active call; other numbers are inactive results; . = no result given; & = joins results of further samples. Rows are unselected; 6.5% or so of the library scored in one or more.
SMILES,NPY-Y2 PAM-ag,NPY Y1 blocker,NPY-Y1 PAM-ag,CHOP inhibitor,S1P4 antag,S1P4 agonist,EP2 mod,TRPML3 agonist,TRPN1 ag
NS(=O)(=O)c1cccn1-c1ncc(C(F)(F)F)cc1Cl,-10,1,6,2,-10,-0.1,21,0.2,0.5
O=C(COC(=O)c1cc2ccccc2cc1O)Nc1cccnc1Cl,-9,-2,-17,31,-1,0.8,-14,0.1,-0.1
O=C(NNC(=S)Nc1ccccc1)c1cccc(S(=O)(=O)N2CCOCC2)c1,-6,-4,11,-24,0,-0.2,0,-0.2,0.9
COc1ccc(C([O-])=Nc2ccc[n+](-c3nc4ccccc4nc3NS(=O)(=O)c3ccccc3)c2)cc1,21,.,13,20,-22,0.7,-6,0.4,-1.4
CN(Cc1ccccc1)C(=O)COC(=O)c1ccc2c(c1)OCO2,-3,7,-3,6,-6,0.5,15,0.2,1.1
COc1ccc(Cl)cc1NC(=O)c1noc2c1CCCC2,-12,-1,5,-20,-13,0.8,41,1.6,0.2
C/C(O)=C(\C#N)c1nnc2n1CCCCC2,17,-1,12,-6,5,0.4,-8,0.2,-0.3
COc1ccc(CNC(=O)/C=C/c2cc3c(cc2Br)OCO3)cc1,-11,6,-21,21,2,1.0,-6,-0.3,-0.8
O=C(Nc1ccc2nn(-c3ccccc3)nc2c1)c1ccc(Br)o1,-4,7,-4,73*,-4,0.6,-21,0.3,2.5
Cc1nc(C)c(C(=O)Nc2ccccc2)s1,-6,-3,-25,20,6,-3.6,11,0.3,-0.1
CCn1[nH]c(=O)c(=Nc2c(C)n(C)n(-c3ccccc3)c2=O)cc1-c1ccc(Cl)cc1,41*,-7,53,26,-3,2.3,-5,-1.0,-1.9
CC(=O)c1cccc(N(CC(=O)Nc2cccnc2)S(C)(=O)=O)c1,-10,-1,14,34,-16,2.5,19,-0.2,-0.6
COc1ccc(CN2CC(C(=O)NCc3ccc4c(c3)OCO4)CC2=O)cc1 (stereo not drawn),-3,5,-5,12,5,-0.5,-3,0.8,2.8
C/C(=N\NC(=S)NCc1ccccc1)c1ccc2c(c1)OCCO2,-8,6,5,12,11,0.4,14,0.1,-0.2
COc1ccc(C(=O)C2CCCN(C(=O)CCc3ccccn3)C2)c(C)c1 (stereo not drawn),8,-4,8,-1,5,-0.5,-11,0.6,-4.5
CCn1c(SCc2nc(CC(=O)Nc3ccccc3OC)no2)nnc1-c1cccs1,2,2,-2,7,0,-1.8,-22,-0.2,-0.8
CCOC(=O)C(=CNc1ccc(C#N)cc1)C(=O)OCC,-1,7,-23,1,2,-1.2,8,-0.6,-0.9
O=C(COC(=O)C1CC2C=CC1C2)NCCc1ccccc1 (stereo not drawn),-5,5,1,1,14,-1.4,-11,0.0,-0.3
CCCSC1=C(C#N)C(c2ccc(O)c(OC)c2)CC(=O)N1 (stereo not drawn),-1,-4,-8,-13,-31,1.4,0,-0.3,1.4
O=C(NNC(=O)c1cccs1)c1ccccc1,-7,-1,-11,-34,-5,1.1,26,0.7,-0.1
CC(=O)NCC1CCCN(Cc2cn(-c3ccccc3)nc2-c2ccc3c(c2)OCO3)C1 (stereo not drawn),-19,9,16,-1,-6,1.1,-24,2.2,1.1
COc1ccc([C@@H]2Sc3cc(OC)ccc3N(CCN(C(C)C)C(C)C)C(=O)[C@H]2OC(C)=O)cc1,-4,9,-12,6,-15,0.1,19,0.0,0.8
Cc1cccc(Nc2nccc(N(C)C)c2C#N)c1,13,-3,8,-9,7,0.7,13,1.2,2.1
O=C(Oc1ccccc1)Oc1ccc2c(c1)oc(=O)c1ccccc12,-17,4,-14,28,-2,0.6,55,0.4,-0.5
O=C(NCc1cccs1)Nc1cccs1,5,5,17,8,-9,2.1,-19,-0.4,0.1

# (list continues)
SMILES,NPY-Y2 PAM-ag,NPY Y1 blocker,NPY-Y1 PAM-ag,CHOP inhibitor,S1P4 antag,S1P4 agonist,EP2 mod,TRPML3 agonist,TRPN1 ag
Cc1ccc(NC(=O)/C=C/C(=O)O)c([N+](=O)[O-])c1,-14,12,4,5,-15,4.0,16,0.4,-0.4
CCOC(=O)Nc1nnc(-c2ccc(OC)c(OC)c2)s1,-8,-3,5,1,-9,1.5,28,1.1,1.7
CC(C)C(OC(=O)C1CCCO1)C(=O)NC1CCCC1 (stereo not drawn),12,3,-3,1,-9,-0.7,23&21,-0.2,0.6
O=C(C1CCN(C2CCN(Cc3ccc4cc(F)ccc4n3)CC2)CC1)N1CCCC1,-23,1,-14,4,23,-0.1,-21,-0.2,-2.1
COc1ccc2c3c(cccc13)C(=O)N(O)C2=O,0,8,-14,102*,-12,0.5,-4,0.2,-0.6
CCOC(=O)CC(NC(=O)Cc1ccccc1)c1ccccc1Cl (stereo not drawn),4,6,-24,-2,-6,1.4,20,-0.3,-1.8
O=C(NC(=S)NCC1CCCO1)c1ccc(Cl)cc1Cl (stereo not drawn),-8,0,-8,17,-10,1.1,2,-0.1,0.7
Cn1cc(SCC(N)=O)c2ccccc21,-2,2,19,7,-8,0.0,7,-0.6,0.1
CS(=O)(=O)c1ccc2nc(NC(=O)c3ccc(NS(=O)(=O)c4cccc([N+](=O)[O-])c4)cc3)sc2c1,9,.,15,-21,-3,0.1,-10,0.9,0.1
CSC1=N/C(=C\c2ccc(C)s2)C(=O)S1,3,-4,-8,62,-6,4.7,-41,-0.2,-0.2
CCOC(=O)c1sc(NC(=O)CSc2nnnn2-c2ccc(C)c(C)c2)nc1C,-37,0,-40,93*,-7,2.1,-19,-0.4,-0.7
CCNS(=O)(=O)c1ccc(NC(=O)Cn2nc(C(F)(F)F)cc2C)cc1,8,-2,-16,8,-5,0.4,4,0.9,2.4
Cc1ccc(Nc2nnc(C)c(=O)[nH]2)cc1,7,-5,14,33,-15,0.3,34,0.1,-1.0
COCCCNC(=O)CCC(=O)NNc1nc2ccccc2c2nc(C)nn12,4,5,2,10,1,1.2,23,0.1,0.3
Oc1ccc(/C=N/Nc2nc(-c3cccnc3)nc3ccccc23)c(O)c1,3,.,3,-2,4,0.1,-19,0.5,2.0
Cc1occc1C(=O)Nc1nnc(-c2ccncc2)s1,10,-5,21,-32,-4,-0.9,-5,0.7,0.9
CCOC(=O)c1c(NC(=O)Cn2nnc(-c3ccc(Cl)cc3)n2)sc(C)c1C,5,5,-2,16,-8,1.1,21,-0.1,1.9
CCOC(=O)c1c(NC(=S)Nc2ccccc2)sc2c1CCCCC2,1,-7,7,25,-7,0.6,19,0.7,0.2
Cc1ccc(C)c(C(=O)NCc2ccncc2)c1,-2,5,-20,-11,-17,1.4,-13,0.4,1.1
C=CCN(C(=O)c1ccccn1)C(C(=O)NCc1ccccc1)c1ccccc1F (stereo not drawn),-2,10,-4,-12,-4,3.9,1,0.7,0.0
CCOc1cc(/C=N\Nc2nc(Nc3ccccc3)nc(N3CCOCC3)n2)ccc1OC(=O)c1ccco1,-1,2,-4,-1,-15,0.4,0,1.4,1.6
Cc1ccccc1Cn1cc(NC(=O)COc2ccccc2)cn1,-21,3,-5,53,-32,-0.6,-36,-0.4,-0.9
O=C(NCCc1ccc([N+](=O)[O-])cc1)c1ccccc1,7,.,-13,2,1,0.2,-1,-0.6,0.3
COc1ccc(C)cc1NC(=O)c1nc2nc(C)cc(C)n2n1,11,-1,9,.,-13,-0.1,.,0.0,0.8
O=C(NCc1cccs1)C1CCCN(S(=O)(=O)c2cccc3cccnc23)C1 (stereo not drawn),-11,0,1,19,-16,-0.3,-5,-0.8,1.4

# Arranged by value in EP2 mod (descending): four of the compounds above.
Molecule | EP2 mod
CCOC(=O)C(=CNc1ccc(C#N)cc1)C(=O)OCC | 8
Cn1cc(SCC(N)=O)c2ccccc21 | 7
CCCSC1=C(C#N)C(c2ccc(O)c(OC)c2)CC(=O)N1 (stereo not drawn) | 0
O=C(C1CCN(C2CCN(Cc3ccc4cc(F)ccc4n3)CC2)CC1)N1CCCC1 | -21

# More records:
SMILES,NPY-Y2 PAM-ag,NPY Y1 blocker,NPY-Y1 PAM-ag,CHOP inhibitor,S1P4 antag,S1P4 agonist,EP2 mod,TRPML3 agonist,TRPN1 ag
O=C(CC(O)(C(F)(F)F)C(F)(F)F)Nc1ccc(Cl)c(Cl)c1,53*,14,-24,86*,33*,2.3,-32,17*,14
COc1cc2nc(CCc3ccccc3)oc(=O)c2cc1OC,-10,4,-16,11,2,-1.9,15,0.1,0.9
C=CCOc1ccccc1/C=C/C(=O)O,4,-2,-10,38,5,0.0,-1,1.1,-0.2
CCOc1ccc(-n2cnnn2)cc1S(=O)(=O)NC1CC1,-15,3,5,-6,-15,0.6,-14,0.4,0.2
Cc1ccc(-n2ncc3c(=O)n(Cc4cccnc4)cnc32)cc1,7,-6,10,19,5,-0.6,-14,2.1,3.7
Cc1ccc(/C=N/NC(=O)CC2N=C(Cc3ccccc3)NNC2=O)cc1 (stereo not drawn),7,9,-8,32,-6,-1.7,34,-0.2,-1.9

# Looked up above:
# Cc1ccccc1Cn1cc(NC(=O)COc2ccccc2)cn1 in TRPML3 agonist is entered as -0.4
# O=C(NC(=S)NCC1CCCO1)c1ccc(Cl)cc1Cl (stereo not drawn) in TRPN1 ag is entered as 0.7
# CN(Cc1ccccc1)C(=O)COC(=O)c1ccc2c(c1)OCO2 in S1P4 antag is entered as -6
# COc1ccc(CNC(=O)/C=C/c2cc3c(cc2Br)OCO3)cc1 in CHOP inhibitor is entered as 21
# Cc1ccc(Nc2nnc(C)c(=O)[nH]2)cc1 in TRPML3 agonist is entered as 0.1
# COc1cc2nc(CCc3ccccc3)oc(=O)c2cc1OC in NPY-Y2 PAM-ag is entered as -10
# COc1ccc(C)cc1NC(=O)c1nc2nc(C)cc(C)n2n1 in TRPML3 agonist is entered as 0.0
